# High-throughput results deposited in PubChem BioAssay by National Center for Advancing Translational Sciences (NCATS).
# AmpC no deterg = qHTS Inhibitors of AmpC Beta-Lactamase (assay without detergent) | AmpC nitrocefin hydrolysis, absorbance 480 nm, 0.0001% Triton | Potency, µM (top dose mostly 57.1 µM), for the others: at the top dose activity change, negative = inhibition, actives largely listed as inhibitors | P00811 | AID 485341, 2010 | actives 0.52% (n = 330,000);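 note: potency is the fitted concentration of half-maximal effect; plate controls were no compound for no effect and no enzyme for full effect; nearly all actives have a fitted effect of over 20% in size; some results filed as inactive show a strong effect at the top dose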
# Target sequence (P00811 whole entry, looked up): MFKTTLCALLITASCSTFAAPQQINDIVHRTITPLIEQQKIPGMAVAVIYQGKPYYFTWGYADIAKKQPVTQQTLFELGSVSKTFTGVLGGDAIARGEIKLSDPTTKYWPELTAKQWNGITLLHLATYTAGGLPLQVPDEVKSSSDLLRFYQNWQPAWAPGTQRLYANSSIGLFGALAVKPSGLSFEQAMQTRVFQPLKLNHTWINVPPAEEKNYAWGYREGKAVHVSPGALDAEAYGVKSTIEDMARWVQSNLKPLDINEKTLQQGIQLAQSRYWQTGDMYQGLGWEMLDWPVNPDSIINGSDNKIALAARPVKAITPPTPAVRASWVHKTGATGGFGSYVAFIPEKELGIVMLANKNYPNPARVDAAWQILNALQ
#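 AmpC (5.3 nM in the dispensed reagent) in 20 mM phosphate pH 7.0 with 0.01% (detergent screen) or 0.0001% Triton X-100 was preincubated with compounds for 15 min at room temperature. Nitrocefin was then added from an 800 uM solution, and hydrolysis was followed at 480 nm.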
# AMA1 RON2 block = qHTS for Inhibitors of AMA1-RON; Towards Development of Antimalarial Drug Lead: Primary Screen | AlphaScreen AMA1-biotinylated RON2 peptide binding | Plasmodium falciparum AMA1 (3D7) - RON2 peptide interaction | AID 720542, 2013 | actives 0.2% (n = 360,000) | Potency, µM (top dose mostly 58.2 µM), without a hit: top-dose activity change, negative = inhibition, usual class: inhibitors;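 note: potency is the fitted concentration of half-maximal effect; 0% = vehicle wells and -100% = peptide control; nearly all actives have a fitted effect of over 45% in size; some results filed as inactive show a strong effect at the top dose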
#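 AMA1 (3D7) with his tag at 25 nM final met compounds first, then biotinylated RON2 peptide at 25 nM; detection used donor plus acceptor beads, 10 µg/mL apiece, read by AlphaScreen after 30 min at room temperature.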
# Cycloheximide cs = Cycloheximide Counterscreen for Small Molecule Inhibitors of Shiga Toxin | cell reporter, cycloheximide protein synthesis inhibition counterscreen | max response, % | actives 12% (n = 300,000) | AID 2314, 2010; in the data active = max response mostly above about 13%, no sharp cut-off; inactive = mostly below about 14%; note: read at 38.3 µM for the half of the compounds with a filed dose; 0% is about no effect
# AmpC inh detg = qHTS Inhibitors of AmpC Beta-Lactamase (assay with detergent); P00811; AmpC hydrolysis of nitrocefin, absorbance 480 nm, 0.01% Triton; Potency, µM (titrated, usually from 114 µM), for inactives: top-dose activity change, negative = inhibition, actives largely listed as inhibitors; actives 0.041% (n = 370,000); AID 485294, 2010;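 note: potency is the fitted concentration of half-maximal effect; 0% = no-compound wells and -100% = no-enzyme wells; nearly all actives have a fitted effect of over 25% in size; some results filed as inactive show a strong effect at the top dose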
#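 20 mM phosphate pH 7.0 + 0.01% (detergent screen) or 0.0001% Triton X-100; 5.3 nM AmpC reagent; cpd preinc 15 min RT; nitrocefin (800 uM stock) to start; A480 q20 s × 4 min; Activity was normalised to no-enzyme and no-compound control wells.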
# Shiga toxin inh = A qHTS for Small Molecule Inhibitors of Shiga Toxin; inhibition, % at 38.7 µM; Vero cells, Shiga toxin protein synthesis inhibition reporter; actives 9.2% (n = 290,000); in the data active = inhibition mostly above about 28%, no sharp cut-off; inactive = mostly below about 43%; note: 0% is about no effect
# Giardia FBPA inh = qHTS Assay for Inhibitors of Fructose-1,6-bisphosphate Aldolase from Giardia Lamblia. A8B2U2. purified Giardia FBPA. actives 0.71% (n = 290,000). Potency, µM (titrated, usually from 59.6 µM), for the others: top-dose activity, negative = inhibition, most hits filed as inhibitors; note: potency is the fitted concentration of half-maximal effect; % is set by controls: 0 for no effect and ±100 for the full control effect; nearly all actives have a fitted effect of over 55% in size
# Target sequence (A8B2U2 whole entry, looked up): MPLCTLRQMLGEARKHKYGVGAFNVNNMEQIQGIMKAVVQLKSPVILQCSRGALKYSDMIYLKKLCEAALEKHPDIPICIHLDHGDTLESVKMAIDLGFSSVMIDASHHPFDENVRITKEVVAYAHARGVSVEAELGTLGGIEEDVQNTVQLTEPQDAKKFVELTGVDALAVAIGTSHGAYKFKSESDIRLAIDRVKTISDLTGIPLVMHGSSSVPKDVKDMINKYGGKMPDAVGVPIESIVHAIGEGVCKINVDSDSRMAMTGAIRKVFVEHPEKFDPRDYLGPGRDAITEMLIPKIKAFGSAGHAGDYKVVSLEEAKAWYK
#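 Giardia FBPA (40 nM reagent) was preincubated 10 min at RT with compound (up to 57.5 uM final), then substrate plus GAPDH/TPI/NAD/arsenate coupling system with diaphorase/resazurin was added; resorufin fluorescence (525/598 nm) was read after 20 min.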
# HCMV inh = qHTS Assay for inhibitors of the human cytomegalovirus (HCMV); activity change, negative = inhibition, % at 57.5 µM; HFF cells, HCMV-luciferase reporter, 72 h; hits give low values; actives 4.5% (n = 410,000); in the data active = activity change below about -60%; inconclusive = no clear call, values can overlap the other calls; inactive = above about -39%; note: % is set by controls: 0 for no effect and ±100 for the full control effect
#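 Two-dose cell screen: HFF monolayers treated with compounds and infected with luciferase-expressing HCMV at 1 PFU/cell, 72 h at 37C, then lysed for luciferase measurement.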
# An asterisk follows results filed as active; ? = inconclusive; / = no result given; [ ] = remark or other dose. Unless noted, calls come from the whole dose curve; as a rule, active = well fitted curve in the direction sought with a large enough effect; inconclusive = small, poorly fitted or top-dose-only effect, or another doubt; inactive = no such curve, though single readings can be large; an effect the other way counts as inactive or inconclusive.
no.	canonical_smiles	Cycloheximide cs	HCMV inh	AmpC inh detg	Giardia FBPA inh	AmpC no deterg	AMA1 RON2 block	Shiga toxin inh
1	O=C(Cn1nnc2ccccc21)OCc1ccccc1	10	39	4%	1%	-48%	0%	-2
2	Cc1ccc(S(=O)(=O)N2CCC(=O)N(C(COCc3ccc(Cl)cc3Cl)Cc3ccccc3)CC2)cc1 (stereo not drawn)	-2	-26	-5%	-1%	2%	-1%	7
3	CC(/C=C/c1ccccc1)=N\NC(=O)c1cc(C)nc2ccccc12	1	-22	5%	?	41%	61%[activator]	-12
4	CCOC(=O)CN1CC23C=CC(O2)C(C(=O)Nc2ccc(OCC)cc2)C3C1=O (stereo not drawn)	-3	1	?	1%	7.9µM*	-2%	-3
5	S=c1[nH]nc(Cc2ccc(Br)cc2)n1/N=C/c1ccc(Cl)cc1	-3	-67*	-8%	-1%	-8%[2.29 µM]	63%[activator]	10
6	CCOc1ccc(C(=O)NCc2ccc3c(c2)OCO3)cc1	10	47	-2%	-1%	-17%	8%	13
7	O=C1NC(=O)C(=Cc2cccc(OCCOc3ccccc3)c2)C(=O)N1	44*	104	5%	-6%	-27%	4%	65*
8	CC(=O)N/C(=C\c1ccccc1)C(=O)OCC(=O)N(CC(C)C)c1c(N)n(Cc2ccccc2)c(=O)[nH]c1=O	/	4	-1%	/	23%	-26%	/
9	COc1ccc(NC(=O)C2CCCCN2N)cc1OC (stereo not drawn)	10	33	1%	-16%	-2%	-11%	10
10	COCCNC(=O)CCc1nnc2ccc(N3CCC(C)CC3)nn12	-3	-11	-9%	0%	-2%	-6%	-9
11	Cc1nc(-c2cccc(NC(=O)c3ccc(-n4cccn4)cc3)c2)cs1	/	?	-4%	/	-29%	-6%	/
12	O=C(NCc1ccccn1)C1CCC(=O)N1C1CCCCC1 (stereo not drawn)	-6	33	-12%	-3%	-2%	106%[activator]	-2
13	O=C(CN1C(=O)CCSc2ccc(S(=O)(=O)N3CCOCC3)cc21)Nc1cccc(F)c1	5	3	5%	1%	2%	-2%	-5
14	Cc1ccc(C(C(=O)NC2CCCCC2)N(Cc2cccnc2)C(=O)C2COc3ccccc3O2)o1 (stereo not drawn)	13	-21	3%	5%	43%	-1%	9
15	COC(=O)C1=C(N)Oc2cc(C)[nH]c(=O)c2C1c1cc(OC)c(OC)c(OC)c1 (stereo not drawn)	-4	?	-6%	8%	1%	2%	-5
16	COCCN1CCn2c(nc3cc(NC(=O)NC4CCCCC4)ccc32)C1	0	?	9%	?	22%	6%	-19
17	CCn1c(/C=N/c2nc3ccccc3n2C)nc2ccccc21	13*	25	2%	2%	-19%	9%	24
18	CN(c1ccccc1)S(=O)(=O)c1cccc(NC(=O)c2ccc(=O)[nH]n2)c1	/	?	/	/	2µM*	-14%	/
19	Cc1nn(C(C)C(=O)NC2CC2)c(=O)c2nn(-c3ccccc3)c(C)c12 (stereo not drawn)	-6	7	-5%	/	-4%	2%	-6
20	CN(C)S(=O)(=O)c1cccc(NC(=O)c2cc(-c3cccs3)nn2-c2cccc(Cl)c2)c1	-1	-106*	-8%	-2%	-34%	6%	-10
21	CCN(C1CCS(=O)(=O)C1)S(=O)(=O)c1cccs1 (stereo not drawn)	-1	-27	4%	-4%	-15%	3%	4
22	CCN(CC)CCN(C(=O)c1ccc2c(c1)OCCO2)c1nc2c(Cl)cccc2s1	1	9	5%	?	3%	-6%	26
23	CCN(C(=O)c1ccc(S(=O)(=O)N2CCCC2)cc1)C1CCS(=O)(=O)C1 (stereo not drawn)	/	1	-9%	/	-15%	24%	/
24	Cc1cc(C(=O)NC2CCCN(Cc3ccccc3F)C2)n[nH]1 (stereo not drawn)	-1	-3	-4%	/	-17%	7%	-12
25	O=C(CSC1=NS(=O)(=O)c2ccccc2N1)NCCc1ccccc1	/	5	-9%	/	-16%	21%	/
26	CC(/C=N/Nc1nc(C)cc(=O)[nH]1)=C\c1ccccc1	42*	-13	5%	-15%	-36%	82%[activator]	60*
27	COC(=O)c1cc(S(=O)(=O)N2CCOCC2)ccc1Sc1ccccc1N	6	20	-22%	-9%	51%	0%	-9
28	COc1ccccc1C1Nc2cccc3cccc(c23)N1	1	-26	-10%	?	-27%	-28%	-5
29	Cc1ccc(C(=O)NC(c2ccccc2)C(Cl)Cl)cc1 (stereo not drawn)	15*	?	-10%	-1%	-25%	15%	49
30	CCC(=O)OCc1cc(=O)oc2ccc3ccccc3c12	-8	4	?	-1%	-14%	8%	3
31	CC(=O)Oc1ccc(N(c2ccccc2)S(=O)(=O)c2ccc(C)cc2)cc1	-6	-37	?	0%	-26%	1%	-3
32	CCn1c(CNc2ccccc2Cl)nnc1SCC(=O)NCc1ccccc1	-3	-18	7%	-3%	31%	-2%	-24

# Some of the entries so far, with two lines to a compound.
# Fields – Cycloheximide cs	HCMV inh	AmpC inh detg	Giardia FBPA inh	AmpC no deterg	AMA1 RON2 block	Shiga toxin inh
(22) CCN(CC)CCN(C(=O)c1ccc2c(c1)OCCO2)c1nc2c(Cl)cccc2s1
→ 1	9	5%	?	3%	-6%	26
(23) CCN(C(=O)c1ccc(S(=O)(=O)N2CCCC2)cc1)C1CCS(=O)(=O)C1 (stereo not drawn)
→ /	1	-9%	/	-15%	24%	/
(24) Cc1cc(C(=O)NC2CCCN(Cc3ccccc3F)C2)n[nH]1 (stereo not drawn)
→ -1	-3	-4%	/	-17%	7%	-12
(25) O=C(CSC1=NS(=O)(=O)c2ccccc2N1)NCCc1ccccc1
→ /	5	-9%	/	-16%	21%	/
(26) CC(/C=N/Nc1nc(C)cc(=O)[nH]1)=C\c1ccccc1
→ 42*	-13	5%	-15%	-36%	82%[activator]	60*
(27) COC(=O)c1cc(S(=O)(=O)N2CCOCC2)ccc1Sc1ccccc1N
→ 6	20	-22%	-9%	51%	0%	-9
(28) COc1ccccc1C1Nc2cccc3cccc(c23)N1
→ 1	-26	-10%	?	-27%	-28%	-5
(29) Cc1ccc(C(=O)NC(c2ccccc2)C(Cl)Cl)cc1 (stereo not drawn)
→ 15*	?	-10%	-1%	-25%	15%	49
(30) CCC(=O)OCc1cc(=O)oc2ccc3ccccc3c12
→ -8	4	?	-1%	-14%	8%	3
(31) CC(=O)Oc1ccc(N(c2ccccc2)S(=O)(=O)c2ccc(C)cc2)cc1
→ -6	-37	?	0%	-26%	1%	-3
(32) CCn1c(CNc2ccccc2Cl)nnc1SCC(=O)NCc1ccccc1
→ -3	-18	7%	-3%	31%	-2%	-24

# Going on with the list.
no.	canonical_smiles	Cycloheximide cs	HCMV inh	AmpC inh detg	Giardia FBPA inh	AmpC no deterg	AMA1 RON2 block	Shiga toxin inh
33	CNC(=S)N(Cc1ccc(OC)cc1)Cc1cc2cccc(C)c2[nH]c1=O	-5	-36	-5%	-2%	42%	-3%	-20
34	CCCN(C(=O)COC(=O)CSc1ccc(C(N)=O)cc1[N+](=O)[O-])C1CCS(=O)(=O)C1 (stereo not drawn)	/	-17	0%	/	-7%	-13%	/
35	O=C(CNC(=O)C1CCCCC1)NCc1ccco1	-5	-23	?	6%	-2%	13%	-6
36	COC(=O)Cc1ccc(NC(=S)N2CCN(c3ccc(F)cc3)CC2)cc1	7	-23	9%	7%	-9%	-7%	-1
37	OCCNc1nc(SCc2ccccc2)nc2sc3c(c12)CCC3	13	-3	3%	-5%	1%	-17%	22
38	Cc1cc(N2CCOCC2)nc2ccc(NC(=S)N3CCN(Cc4ccccc4)CC3)cc12	4	2	-5%	-13%	158%[activator]	-8%	-9
39	CSc1ccc(S(=O)(=O)NC2CC3CCC2C3)cc1 (stereo not drawn)	-1	-9	-10%	-1%	-36%	3%	/
40	CC(C)CCc1c(O)nc(SCC(C)C)[nH]c1=O	-1	-12	1%	-1%	0%	3%	32
41	CCC1=Nc2cc(C(=O)NCc3ccco3)ccc2Sc2ccc(C)cc21	2	-75*	-3%	-13%	-37%	-12%	-12
42	CC(=O)Oc1ccc(N(C(C)=O)S(=O)(=O)c2ccc3ccccc3c2)cc1	11	-71*	?	6%	-1%	-15%	28
43	C=CCn1c(SCC(=O)c2ccc(Cl)cc2)nnc1-c1ccc2c(c1)OCO2	16	-1	-13%	-11%	10%	23%	6
44	COc1cc(NC(=O)C2CCN(S(=O)(=O)c3ccc(Cl)cc3)CC2)ccc1-n1cnnn1	7	-26	?	3%	?	1%	22
45	COc1ccc(C(=O)N/N=C/c2ccc(OC)c(CN3CCc4cc(OC)c(OC)cc4C3C)c2)cc1 (stereo not drawn)	8	70	0%	-13%	99%[activator]	-25%	2
46	CC(C)(C)NC(=O)Cn1c(SCC(=O)NC2CCCCC2)nc2ccccc21	-1	-29	-13%	1%	2%	-8%	-7
47	O=C(CSC1=NCCS1)Nc1nc(-c2ccccc2)cs1	35*	198	-5%	4%	-36%	9%	30
48	CCOc1cc2[nH]c(=S)n(CC3CCCN3CC)c(=O)c2cc1OCC (stereo not drawn)	-4	-3	?	-18%	11%	66%[activator]	-11
49	O=C(NCc1ccccc1Cl)C(=O)NCC1OCCN1S(=O)(=O)c1ccc(F)cc1 (stereo not drawn)	-2	-8	-4%	4%	-7%	-4%	-1
50	CCOc1ccc(OCC)c(Nc2cc(C)nc3ncnn23)c1	-3	45	?	-19%	-7%	22%	-3
51	CCOC(=O)N1N=C(c2ccc(OC)cc2)CC1(O)C(F)(F)F (stereo not drawn)	42*	29	1%	-1%	15%	-9%	49*
52	CC(C)(C)OC(=O)[C@H](Cc1ccccc1)NC(=O)c1nc[nH]c1C(=O)N1CCNCC1	/	46	/	/	-8%	18%	/
53	Cc1cc(N2CCCC2)ccc1/C=C1\NC(=S)N(C)C1=O	21*	-22	-5%	-26%	-8%	-10%	28
54	Cc1ccc(CSC2=Nc3ccccc3C3=NC(=O)CN23)cc1	21	?	6%	0%	-10%	13%	30
55	COc1ccc([C@H]2CC(=O)C=C(c3cc(C)ccc3F)C2)cc1	/	-11	14%	/	-21%	7%	/
56	COc1cc(/C=N/NC(=O)c2cc(-c3ccc4c(c3)OCO4)n[nH]2)ccc1O	16*	-9	-12%	15%	-32%	38%[activator]	36
57	OCC1(Cc2ccc(Cl)cc2)CCN(Cc2ccc3nsnc3c2)CC1	-4	-35	3%	4%	86%[activator]	0%	-7
